# High-throughput results from PubChem BioAssay.
# pPAFAH FP inh: inhibitors of human plasma PAF acetylhydrolase (pPAFAH); inhibition, % at 3.39 µM; AID 463082; recombinant pPAFAH, FP-rhodamine probe fluorescence polarization; actives 1.5% (n = 330,000);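 active = inhibition above the mean inhibition across the screen plus 3 SD, cut at about 25% in these data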;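 note: inhibitors block binding of the rhodamine activity-based probe so polarization drops; 0% = enzyme with DMSO and 100% = wells lacking pPAFAH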
# PAD4 inh: inhibitors of human PAD4 | recombinant PAD4, RCA probe fluorescence polarization | inhibition, % at 6.36 µM | actives 0.41% (n = 330,000);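 active = percent inhibition above a cutoff equal to the mean of all tested compounds plus 3 SD, cut at about 15% in these data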;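 note: 0% = PAD4 with RCA probe and DMSO and 100% = probe without PAD4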
# PREPL inh: human PREPL enzyme inhibition; recombinant PREPL, fluorescence polarization activity-based probe; inhibition, % at 5.96 µM; actives 0.68% (n = 320,000); in the data active = inhibition above about 43%;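 note: 0% = enzyme with DMSO and 100% = wells lacking enzyme; many of its hits are not listed in these tables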
# Target sequence (Q4J6C6 whole entry, looked up): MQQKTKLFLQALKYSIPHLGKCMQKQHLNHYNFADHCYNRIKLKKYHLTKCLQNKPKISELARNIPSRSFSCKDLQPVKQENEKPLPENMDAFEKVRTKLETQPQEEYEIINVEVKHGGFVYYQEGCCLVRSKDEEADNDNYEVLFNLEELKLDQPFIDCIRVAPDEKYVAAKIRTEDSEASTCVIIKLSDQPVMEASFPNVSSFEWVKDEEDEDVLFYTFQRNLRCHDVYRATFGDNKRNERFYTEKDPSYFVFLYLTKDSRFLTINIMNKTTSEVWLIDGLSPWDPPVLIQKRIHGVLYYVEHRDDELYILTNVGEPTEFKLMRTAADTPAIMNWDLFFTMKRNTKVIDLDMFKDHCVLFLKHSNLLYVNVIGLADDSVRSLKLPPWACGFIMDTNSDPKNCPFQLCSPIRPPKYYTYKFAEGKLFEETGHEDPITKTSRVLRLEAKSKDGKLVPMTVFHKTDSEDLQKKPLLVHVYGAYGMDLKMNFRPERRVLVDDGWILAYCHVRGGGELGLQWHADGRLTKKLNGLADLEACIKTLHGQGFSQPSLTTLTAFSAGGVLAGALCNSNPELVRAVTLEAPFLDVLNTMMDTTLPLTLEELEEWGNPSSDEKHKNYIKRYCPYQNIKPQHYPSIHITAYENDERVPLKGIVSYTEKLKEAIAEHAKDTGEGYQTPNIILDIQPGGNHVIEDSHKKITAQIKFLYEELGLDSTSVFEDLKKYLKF
# PAFAH2 FP inh: PAFAH2 (human) inhibition; recombinant PAFAH2, FP-rhodamine activity probe, fluorescence polarization; inhibition, % at 3.39 µM; actives 0.99% (n = 340,000); AID 492956;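 active = inhibition above the mean over all tested compounds plus 3 SD, cut at about 30% in these data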;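 note: inhibitors block probe labeling of enzyme so polarization drops; 0% = enzyme with DMSO and 100% = wells lacking PAFAH2 protein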
# GSTO1 inh: GSTO1 inhibition, counter-screen for RBBP9 inhibitors; inhibition, % at 5.96 µM; P78417; recombinant GSTO1, activity-based probe fluorescence polarization; actives 1.1% (n = 300,000); AID 1974;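 active = inhibition above the campaign mean inhibition plus 3 SD, cut at about 35% in these data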;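 note: 0% = GSTO1-1 with DMSO and 100% = wells lacking GSTO1-1 enzyme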
# PAFAH1B2 FP inh: inhibitors of human PAFAH1B2. P68402. recombinant PAFAH1B2, FP-rhodamine activity probe, fluorescence polarization. inhibition, % at 3.39 µM. actives 1.2% (n = 340,000). AID 492953;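 active = inhibition above the mean of all tested compounds plus 3 SD, cut at about 24% in these data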;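 note: 0% = enzyme with DMSO and 100% = wells lacking PAFAH1B2; many of its hits are not listed in these tables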
# PAFAH1B3 inh: blocks human PAF acetylhydrolase 1B catalytic subunit 3; Q15102; recombinant PAFAH1B3, FP-rhodamine probe, fluorescence polarization; inhibition, % at 3.39 µM; actives 0.28% (n = 340,000); AID 492972;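 active = inhibition above the screen-wide average of all tested compounds plus 3 SD, cut at about 25% in these data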;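 note: 0% = enzyme with DMSO only and 100% = wells lacking PAFAH1B3 protein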
# LYPLA1 counter: LYPLA1 (human) inhibition in PME1 counter-screen | actives 0.16% (n = 320,000) | inhibition, % at 5.9 µM | O75608 | recombinant LYPLA1, FP-Rh probe fluorescence polarization;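 active = inhibition above the mean of all tested compounds plus 3 SD, set per campaign, cut at about 14% in these data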;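 note: inhibitors block serine hydrolase probe labeling of LYPLA1 so polarization falls; 0% = enzyme with DMSO and 100% = wells lacking LYPLA1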
# Target sequence (O75608 whole entry, looked up): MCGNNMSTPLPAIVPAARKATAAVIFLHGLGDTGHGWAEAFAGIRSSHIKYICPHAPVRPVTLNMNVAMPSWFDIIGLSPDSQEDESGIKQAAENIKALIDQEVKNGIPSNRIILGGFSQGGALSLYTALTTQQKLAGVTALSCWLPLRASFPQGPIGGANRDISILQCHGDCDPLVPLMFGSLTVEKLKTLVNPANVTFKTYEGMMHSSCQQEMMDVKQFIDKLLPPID
# LYPLA2 counter: blocks human lysophospholipase 2, a PME1 counter-screen. actives 0.38% (n = 320,000). inhibition, % at 5.9 µM. recombinant LYPLA2, FP-Rh probe fluorescence polarization. O95372;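 active = inhibition above the screen-wide mean plus 3 SD, limit set per campaign, cut at about 26% in these data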;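 note: 0% = LYPLA2 with DMSO and 100% = wells lacking LYPLA2 enzyme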
# The depositor's hits bear a star; · = not tested or not shown. Only part of the results is shown, so the mix of outcomes need not match the whole.
SMILES,pPAFAH FP inh,PAD4 inh,PREPL inh,PAFAH2 FP inh,GSTO1 inh,PAFAH1B2 FP inh,PAFAH1B3 inh,LYPLA1 counter,LYPLA2 counter
CN1CSC2=C(C#N)C(c3cccc(OCc4ccccc4)c3)CC(=O)N2C1 (configuration not stated),16,-5,11,32*,4,7,7,-5,0
CCN1C(=O)[C@H]2[C@H]3CN=C(SCC4CC4)N3[C@@](Cc3ccccc3)(C(=O)OC)[C@H]2C1=O,-4,3,·,0,·,2,2,·,·
COc1ccc(Cc2nnc(SCC(=O)Nc3c(C)cccc3C)[nH]c2=O)cc1,-3,1,18,1,-7,10,6,1,7
CC(C)(C)c1ccc(S(=O)(=O)n2c(CN3CCOCC3)nc3ccccc32)cc1,0,2,-8,-8,1,5,-2,-2,4
CSc1ccc(CNC(=O)C2Cc3cc(S(=O)(=O)N4CCCCC4)ccc3N2C(C)=O)cc1 (configuration not stated),8,2,5,-4,-1,1,5,-1,-3
COCc1cc(Sc2cccc(Cl)c2Cl)nc(-c2ccccc2)n1,0,-1,0,-3,-1,-2,6,-1,2
Cc1cc(-c2cc(N)n(-c3ccccc3)n2)c(C)n1C1CCCC1,2,0,10,1,-6,1,-1,-3,-6
C=CCOc1c(/C=N\NC(N)=O)cccc1OC,2,-8,-5,-1,11,8,10,-1,-3
Cc1noc(C)c1C(=O)N(CC(C)C)c1nc2ccccc2s1,1,4,11,0,-2,4,0,-2,-7
COc1ccc(/C(N)=N/OC(=O)CSc2ccc(C)cc2)cc1OC,5,-4,4,5,-5,64*,1,-1,-4
CC(=O)Nc1ccc(CN(C)CC2CCCN(CCc3cccc(C(F)(F)F)c3)C2)cc1 (configuration not stated),9,0,-6,-3,13,2,7,-3,-3
CCCNCc1cc(Br)ccc1OCC(=O)NCCc1ccccc1,-3,-4,-62,-2,-3,-1,2,5,9
CC(NC(=O)c1cncc(Br)c1)c1ccc(S(N)(=O)=O)cc1 (configuration not stated),0,1,5,-6,0,-6,6,0,3
O=C(CNC(=O)C1CCCCC1)Nc1cc(Cl)ccc1Cl,-6,-2,2,2,7,2,9,2,-8
CSCc1c(C(=O)Nc2ccc3c(c2)OCO3)oc2ccccc12,12,2,-3,-8,8,6,2,-5,-7
COc1ccc(CNS(=O)(=O)c2ccc(OC)cc2)cc1,-1,2,-15,4,11,-2,1,1,4
Cc1noc(C)c1C(=O)N1CCN(Cc2ccccc2)CC1,-1,-2,-4,3,-6,0,2,-2,-1
O=C1C2CCCN2C(c2ccc(F)cc2)N1c1cccc(Cl)c1 (configuration not stated),5,-3,-3,1,-4,-3,10,1,-2
NC(=O)c1nsc(C(=O)N(Cc2cccnc2)C(C(=O)NCc2ccccc2)c2ccc(O)cc2)c1N (configuration not stated),2,0,17,-10,-3,2,0,1,-6
COc1ccccc1N(Cc1ccccc1)S(=O)(=O)c1cccc(C(=O)Nc2ncccc2C)c1,-3,2,4,1,4,5,8,1,6
Cc1csc(NC(=O)CCC(=O)N(CC(=O)NC2CCCC2)Cc2ccccc2)n1,0,-2,-14,-3,1,4,5,-1,1
Cc1ccc(CNn2cnnc2SCc2ccc(F)cc2)cc1,4,2,-28,4,0,28*,8,3,8
CSc1ccc(NC(=O)NCc2ccccc2)cc1,-2,-1,3,6,14,4,-1,2,4
CCOC(=O)c1c(C)[nH]c(C)c1C(=O)COC(=O)c1cccc(S(=O)(=O)N(CC)CC)c1,2,3,6,1,-3,2,4,4,-3
O=C(Oc1cncc(Cl)c1)c1sccc1Cl,9,-3,-12,9,13,4,5,3,3
COc1ccc(NC(=O)Nc2ccccc2F)cc1Cl,-1,0,4,9,4,3,4,-3,6
O=C(NCCCN1CCCC1)C1CCC(=O)N1C1CCCCC1 (configuration not stated),2,-6,2,0,0,2,-1,-6,6
COc1ccc(-c2csc3ncnc(N4CCN(c5ccccc5O)CC4)c23)cc1,4,0,-5,1,-5,-3,10,2,-4
COc1ccccc1C1CCN(Cc2ccccc2Cl)CC1,5,4,5,-1,0,5,3,0,-9
CN1CCN(C(=O)C2CCC(C)(C(=O)O)C2(C)C)CC1 (configuration not stated),3,1,35,-2,2,1,9,4,7
O=C(Cn1cc2c(n1)CCCC2)Nc1ccccc1Br,-6,-2,6,5,0,1,5,0,-3
COc1ccc(C(=O)O)cc1S(=O)(=O)N(C)CCc1ccccn1,0,4,-3,-5,3,-2,-3,0,-1
Cc1nn(-c2ccccc2)c2sc(C(=O)OCN3C(=O)c4ccccc4C3=O)cc12,-1,0,-8,·,-4,·,·,4,6
CCc1cccc(CC)c1NC(=O)CSc1nnc(CCC(=O)O)c(=O)[nH]1,-3,-2,-1,6,-1,1,8,-1,-7
CC1COc2ccccc2N1C(=O)c1ccc(F)cc1 (configuration not stated),5,-5,16,-4,2,14,1,0,-3
Cc1ccc(-c2cc(C(=O)NCCN3CCOCC3)no2)cc1,2,1,3,0,0,6,-3,2,2
Cc1cc(N/N=C(/CCC(=O)O)C(=O)O)nc2ccccc12,2,0,17,7,5,4,1,-3,2
Cn1nc(C(=O)N2CCOCC2)c2ccccc2c1=O,0,3,3,3,-2,4,6,-1,-3
CCc1cccc(NC(=O)C2CCN(S(=O)(=O)c3ccc4c(c3)CC(C)N4C(C)=O)CC2)c1 (configuration not stated),-3,2,6,0,2,-1,-10,-4,-2
CSc1nc(=S)n(-c2cc(C)ccc2C)c(C)c1C(C)=O,-1,-3,-3,-4,7,-2,6,-2,-3
Cc1cccn2cc(CCNS(=O)(=O)c3cccs3)nc12,-3,-6,14,-2,-2,1,-4,-1,-4
O=C(CCc1ccc(S(=O)(=O)NCCc2ccccc2)cc1)N1CCN(Cc2ccc3c(c2)OCO3)CC1,10,-5,43,-8,7,5,9,-4,-1
COc1ccc(CCNC(=O)CCn2c(=O)[nH]c3cc(OC)c(OC)cc3c2=O)cc1OC,-1,-3,2,-3,-8,-2,2,-1,-7
Cc1ccc(-c2cc(-c3ccccc3C)[nH]n2)c(O)c1,10,-5,1,-1,0,-1,1,-9,-19
COc1ccc(/C(O)=C2\C(=O)C(=O)N(CC3CCCO3)C2c2cc(OC)ccc2OC)cc1 (configuration not stated),13,-4,6,5,-3,1,7,-1,7
C=CCN1C(=O)c2ccccc2Sc2ccc(C(=O)NCC(OC)OC)cc21,-1,-1,9,-5,-5,6,5,2,1
CCOC(=O)c1c(S(=O)(=O)NCC(=O)N2CCN(c3ccc(OC)cc3)CC2)c(C)n(C)c1C,2,2,5,6,5,-3,2,-3,-7
CCC[N+](CC#CCO)(CC#Cc1ccccc1)CCC,0,-1,7,13,-9,2,4,0,-2
O=C(CCCC(=O)OCC(F)(F)C(F)F)Nc1ccc(NC(=O)CCCC(=O)OCC(F)(F)C(F)F)cc1,5,2,2,-1,-6,4,7,3,2
COc1ccc(NC(=O)C2CCCN2S(=O)(=O)c2ccc(Cl)cc2)cc1 (configuration not stated),3,3,-2,0,-1,4,-3,1,1
# The listing continues.
SMILES,pPAFAH FP inh,PAD4 inh,PREPL inh,PAFAH2 FP inh,GSTO1 inh,PAFAH1B2 FP inh,PAFAH1B3 inh,LYPLA1 counter,LYPLA2 counter
COC(=O)C1=C[C@@H](C(=O)OC)[C@@H]2C3=C(C(=O)C2(C)C)[C@H](C)n2c(=O)n(-c4ccccc4)c(=O)n2[C@@H]3C1,3,1,4,8,1,-6,-10,0,-3
CC(=O)Nc1cc(O)cc(O)c1,7,2,11,5,12,2,2,0,4
O=C(O/N=C/c1cccc([N+](=O)[O-])c1)C1CC1,22,-1,28,92*,1,9,6,0,-1
O=C(O)CN(Cc1ccco1)S(=O)(=O)c1ccc(F)cc1,0,1,-1,-7,10,8,3,-1,2
COc1ccc(CNC2CCCC2)c(OC)c1OC,-2,3,10,0,16,1,3,-3,6
CS(=O)(=O)c1ccc(NC(=O)CCN2C(=O)NC3(CCCC3)C2=O)cc1,-2,-4,2,4,·,2,12,-1,-4
CC1=CC(=O)C=CC1(C)C(Cl)(Cl)Cl (configuration not stated),-2,4,12,-6,-6,6,11,-2,5
COc1cccc(NC(=O)c2cc3c(=O)n4ccccc4nc3n(CC(C)C)c2=N)c1,-11,0,6,-5,1,-1,-2,4,-3
C(=N\C(/N=C/c1ccco1)c1ccco1)/c1ccco1,13,-1,18,6,19,0,14,-2,-6
O=C(Oc1cccc(NC(=O)c2ccco2)c1)c1ccc(Br)c(S(=O)(=O)N2CCCCC2)c1,-11,-7,-7,-41,-32,-10,2,-14,-40
CC(=O)Nc1ccc2nc(-c3cccn3C)[nH]c2c1,0,1,-7,2,3,0,1,-1,2
CCN1CCc2[nH]c3ccccc3c2C1,5,-3,7,-5,5,3,21,1,1
CCNC(=O)COC(=O)C1C(C(=O)OCC)=C(C)NC(C)=C1C(=O)OCC,3,-2,2,-2,0,2,-1,-1,9
CC(=O)N1CC23C=CC(CC2CC12CCCCCC2)O3 (configuration not stated),3,-1,19,-2,7,5,5,-2,-4
CCS(=O)(=O)N1CCC(C(=O)NCc2cccc(OC)c2)CC1,2,-7,-3,-4,6,1,10,-5,1
O=C1CSC(=S)N1/N=C/c1c(F)cccc1F,14,-4,28,7,-2,-4,-6,-3,-5
CC(=O)N1CCN(C(=O)c2ccc(OC3CCN(Cc4ccccn4)CC3)cc2)CC1,3,-7,5,0,5,2,11,0,1
C/C(CC(=O)Nc1cc(C)ccn1)=N\NC(=O)C(=O)Nc1cccc(C)c1,3,-2,4,-4,2,5,2,2,4
CCCCCC(=O)N(O)C1CC(=O)N(c2ccccc2)C1=O (configuration not stated),3,1,2,-16,-5,-4,-4,1,6
C#CCNc1c2c(nc3nnnn13)CCCC2,-4,-2,8,2,1,3,7,2,8
CC(OC(=O)Cc1c(F)cccc1Cl)C(=O)NC1(C#N)CCCCC1 (configuration not stated),22,-3,6,4,1,0,-4,1,1
COC(=O)c1ccc(N2CCN(S(=O)(=O)c3c(C)cc(C)cc3C)CC2)c([N+](=O)[O-])c1,2,1,-9,-4,-3,-2,-9,-1,-4
C=CCc1cc(C)ccc1OCCCn1ccnc1,-3,-4,-14,0,-1,-1,2,0,-1
CCCc1cc(-n2cnc3ccccc32)n2c(nc3ccccc32)c1C#N,7,-5,-3,5,-8,1,-5,1,4
COc1ccc(S(=O)(=O)N2CCN(C(=O)NCc3ccc(C)cc3)CC2)cc1,2,1,-4,4,15,4,4,-2,-2
Cc1ccnc(NC(=O)CCS(=O)(=O)c2ccccc2)c1,1,-3,-2,6,1,4,-1,0,4
CN(C(=O)COC(=O)C1COc2ccccc2O1)c1c(N)n(Cc2ccccc2)c(=O)[nH]c1=O (configuration not stated),-1,2,5,-3,13,-6,3,2,-6
Cc1csc(NC(=O)CSc2nnc(-c3ccc(Cl)cc3)n2N)n1,4,3,13,-7,14,-4,4,4,-3
Cc1ccc(S(=O)(=O)CC(=O)N2CCOCC2)cc1,1,1,10,7,10,7,6,-4,-2
CCn1c(SCC(=O)N/N=C/c2cc(OC)c(OC)c(OC)c2)nc2ccccc21,5,-1,-5,-4,-4,-3,5,-6,-1
